Assay outcomes as filed in PubChem BioAssay.
CSN deneddyl inh – blocks human CSN-mediated cullin deneddylation. Purified CSN, SCF-Nedd8-OG deneddylation, fluorescence polarization. AID 651999. hit rate 0.38% among 360,000. Q92905. inhibition, % at 12.5 µM;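 active = pattern-corrected inhibition above about 35%, with an unprinted fluorescence ratio check between 0.5 and 1.5, limit read from the data, passing the limit was not always enough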;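 note: 0% = enzyme with substrate and 100% = substrate without enzyme; some results filed as inactive read as strong as hits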
Target sequence (Q92905 whole entry, looked up, one chain of several): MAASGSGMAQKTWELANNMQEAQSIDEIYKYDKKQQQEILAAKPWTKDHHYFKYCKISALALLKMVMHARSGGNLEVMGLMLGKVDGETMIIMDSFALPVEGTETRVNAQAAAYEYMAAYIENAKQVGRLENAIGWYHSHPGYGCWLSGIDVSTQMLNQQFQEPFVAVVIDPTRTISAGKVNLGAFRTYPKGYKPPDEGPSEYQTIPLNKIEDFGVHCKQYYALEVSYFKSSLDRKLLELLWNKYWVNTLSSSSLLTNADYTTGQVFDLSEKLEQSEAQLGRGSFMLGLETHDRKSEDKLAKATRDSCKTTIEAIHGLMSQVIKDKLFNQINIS
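Assay system: Purified human Csn5 enzyme expressed in HEK293T cells | Amount: Enzyme 0.24 nM | Measured by: Fluorescence polarization readout | Medium: Tris/NaCl/DTT buffer, pH 7.5 | Compound dosing: One concentration, 12.5 µM, 0.25% DMSO | Times: 90 min incubation of compound, enzyme and substrate at room temperature | Control set: no-enzyme wells high, enzyme-with-substrate wells low | Read-out: % inhibition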
Rin1 Abl inh – blocks binding of human Rin1 to Abl; TR-FRET Rin1/Abl binding, biochemical; inhibition, % at 7.35 µM; hit rate 0.4% among 360,000; P00519+Q13671; in the data active = inhibition above about 5%, passing the limit was not always enough
Neddylation inh – cullin neddylation inhibition | P61081+Q13564 | hit rate 0.58% among 360,000 | TR-FRET cullin neddylation, biochemical | calls only at 25 µM; in the data active = inhibition above about 36%
Target sequence (P61081 whole entry, looked up): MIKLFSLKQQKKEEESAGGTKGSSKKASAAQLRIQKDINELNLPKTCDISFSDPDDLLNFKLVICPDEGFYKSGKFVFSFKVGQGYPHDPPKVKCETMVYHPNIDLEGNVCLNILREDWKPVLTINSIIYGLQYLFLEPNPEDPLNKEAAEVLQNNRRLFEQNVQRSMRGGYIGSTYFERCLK
Target sequence (Q13564 whole entry, looked up): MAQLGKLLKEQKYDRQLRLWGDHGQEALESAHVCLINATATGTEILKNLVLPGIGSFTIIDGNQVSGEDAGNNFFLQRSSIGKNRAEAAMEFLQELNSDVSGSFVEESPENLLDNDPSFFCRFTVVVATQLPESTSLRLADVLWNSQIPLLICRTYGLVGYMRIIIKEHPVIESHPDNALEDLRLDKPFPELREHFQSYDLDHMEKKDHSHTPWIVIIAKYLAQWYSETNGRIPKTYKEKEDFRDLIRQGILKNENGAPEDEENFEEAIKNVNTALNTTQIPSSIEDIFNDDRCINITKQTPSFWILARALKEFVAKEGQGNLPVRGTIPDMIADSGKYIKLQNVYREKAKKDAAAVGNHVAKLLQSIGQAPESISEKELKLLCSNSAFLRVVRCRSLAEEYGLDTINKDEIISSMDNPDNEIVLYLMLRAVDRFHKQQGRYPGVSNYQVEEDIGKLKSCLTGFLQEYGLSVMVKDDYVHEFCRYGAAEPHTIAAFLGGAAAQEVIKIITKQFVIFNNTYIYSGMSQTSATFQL
NadD block – inhibitors of Staphylococcus aureus NadD; hit rate 0.78% among 360,000; inhibition, % at 20 µM; AID 602399; purified NadD enzyme, colorimetric absorbance read-out; in the data active = inhibition above about 26%; note: some compounds past the cut are filed as inactive
MLLE-PAM2 inh – blocks PAM2 peptide binding to the PABP1 MLLE domain; P11940; GST-MLLE / FITC-PAM2 fluorescence polarization; inhibition, % at 20 µM; hit rate 0.36% among 360,000; AID 588489; in the data active = inhibition above about 35%, passing the limit was not always enough;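 note: plate controls were DMSO wells with GST-MLLE for no effect and wells lacking GST-MLLE protein for full effect; some results filed as inactive read as strong as hits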
Rpn11 inh – blocks the human proteasome subunit Rpn11; O00487; human 26S proteasome, Ub4-pepOG fluorescence polarization; 20S core pre-blocked with epoxomicin; calls only at 20 µM; hit rate 0.59% among 360,000; AID 588493;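 active = inhibition at 20 µM, scaled to each plate's controls, above about 33%, limit read from the data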
MT1-MMP act inh – blocks activation of human MT1-MMP; GFP/RFP ratio change, % at 20 µM; AID 651647; HT1080 RFP-PRO-GFP cells, GFP/RFP ratio fluorescence, overnight; percent of plate control window, DMSO zero; hit rate 0.061% among 360,000;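 active = GFP/RFP ratio change of at least 30% with cell ATP level not reduced by more than half and red fluorescence within 50% of control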; note: strong numbers were not always called active
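Compound: 20 µM single dose, 1% DMSO / System: HT1080 RFP-PRO-GFP cells / Controls: DMSO and RFP-L50D-GFP cell wells / Read-out basis: GFP/RFP fluorescence ratio / Schedule: overnight compound exposure at 37 °C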
SKN-1 block – inhibitors of C. elegans SKN-1; C. elegans VP596 Pgst-4::GFP/RFP ratio, acrylamide-induced, 24 h; inhibition, % at 21.8 µM; hit rate 0.49% among 360,000; AID 624304;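 active = interference check ratio from 0.5 to 1.5 plus GFP to RFP signal ratio inhibition reaching or exceeding a fixed threshold, cut at about 30% in these data, passing the limit was not always enough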; note: some compounds called inactive have numbers as strong as hits
FAS-TE inh – FAS thioesterase (human) inhibition. inhibition, % at 15 µM. recombinant FAS-TE, OMFH fluorogenic substrate, fluorescence endpoint. hit rate 0.67% among 360,000. AID 602261. P49327;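 active = compounds whose normalised, plate-corrected inhibition of enzyme fluorescence in the single-dose primary screen is 50% or more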;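 note: 0% = DMSO with enzyme and 100% = substrate without enzyme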
The depositor's hits bear a star; i = inactive; nt = no result given. The order is random; overall some 3.9% were active at least once.

SMILES	CSN deneddyl inh	Rin1 Abl inh	Neddylation inh	NadD block	MLLE-PAM2 inh	Rpn11 inh	MT1-MMP act inh	SKN-1 block	FAS-TE inh
COc1ccc(S(=O)(=O)n2nc(-c3cc(OC)c(OC)c(OC)c3)cc2N)cc1OC	2	-2	i	4	12	i	7	10	-2
O=C1CCCC(O)=C1Sc1cc(Cl)c(Cl)cc1Cl	1	3	i	-1	11	i	-4	-2	-5
CCCc1[nH]n(-c2ccc([N+](=O)[O-])cc2)c(=O)c1C(C)=NCc1ccncc1	3	-7	i	11	-7	i	6	8	22
Cc1cccc(C)c1NC(=O)Cn1cc(C=O)c2ccccc21	-1	2	i	-1	-7	i	11	1	-3
CN(Cc1cnn(C)c1)C(=O)C1CCC(=O)N(C2CCCCCC2)C1 (centres undefined)	-1	-1	i	0	7	i	0	4	-4
COc1ccc2oc(C(=O)OCC(=O)NC3CCCC3)c(C)c2c1	-2	3	nt	-6	-16	i	1	0	-2
COc1ccc(C(=S)N2CCOCC2)cc1OC(=O)c1ccccc1	3	-1	i	-10	22	i	1	16	3
N#CC1=C(N)Oc2n[nH]c(-c3cccs3)c2C1c1ccncc1 (centres undefined)	-4	1	i	1	6	i	2	7	-2
O=C(O)CC(c1cccc(O)c1)N1Cc2ccccc2C1=O (centres undefined)	0	1	i	-7	15	i	2	5	-6
NC(=S)N/N=C/c1ccc(-c2ccc(SC(F)F)cc2)o1	2	-1	i	28	-36	i	-9	2	55*
Cn1ccc(C(=O)N/N=C/c2cccnc2)n1	-4	4	i	1	4	i	-2	14	-6
CC(=O)Nc1c(-c2ccccc2)nc2ccc(Cl)cn12	-3	3	i	4	2	i	-1	2	-4
COc1cccc(CN2CCN(S(=O)(=O)c3ccc(Br)cc3)CC2)c1	4	-1	i	-1	-2	i	1	12	24
COc1ccc(N2C(=O)CSC23C(=O)N(CC(=O)NC2CCCC2)c2ccccc23)cc1 (centres undefined)	0	2	i	-1	-7	i	1	-12	-25
CSc1ccc(S(=O)(=O)N2CCC(C(=O)Nc3ccc(NC(C)=O)cc3)CC2)cc1	-5	-2	i	-6	20	i	1	-13	1
N#CCC(=O)N/N=C/c1ccc(N2N=C(c3ccccc3)CC2c2ccccc2)cc1 (centres undefined)	39*	2	nt	49*	-111	nt	-95	19	12
COc1ccc(N(CC(=O)Nc2cc(C)ccc2C)S(=O)(=O)c2ccccc2[N+](=O)[O-])c(OC)c1	3	1	i	-6	4	i	-4	0	18
O=c1c2ccccc2nc2c3ccccc3c(NCc3cccnc3)nn12	7	2	i	4	8	i	4	-9	-5
Cc1cccc(NS(=O)(=O)c2cccc(C(=O)N3CCN(S(=O)(=O)c4ccccc4)CC3)c2)c1	0	-2	i	-1	2	i	-7	-8	6
COc1ccccc1N1CCN(CCS(=O)(=O)c2cc(Cl)ccc2Cl)CC1	-3	-3	i	2	-5	i	-2	12	8
COC(=O)NNC(=O)C12CC3CC(CC(C3)C1)C2	-3	0	i	3	-1	i	-4	-2	-15
CC(C)CN(C(=O)COC(=O)C12CC3CC(CC(Cl)(C3)C1)C2)c1c(N)n(Cc2ccccc2)c(=O)[nH]c1=O	6	1	i	18	6	i	-29	10	-11
CC(=O)c1c(C)nc(-c2ccc(Cl)cc2Cl)n1O	-1	-2	i	1	3	i	1	4	-15
Cc1cccc(N(C)c2cc(C)nc3nc(C)nn23)c1	-5	-3	i	-1	3	i	-1	-1	-2
COc1ccc(C(=O)Nc2cc3c(cc2C#N)OCO3)cc1S(=O)(=O)NCc1ccco1	3	3	i	-1	-2	i	4	-4	-5
O=C(NC(Cc1c[nH]c2ccccc12)C(=O)NCc1ccc(F)cc1)OCc1ccccc1 (centres undefined)	4	0	i	-6	-8	i	2	-3	20
Cc1ccccc1CS(=O)(=O)CC1(O)CCN(C(=O)c2cccc(C(F)(F)F)c2)CC1	4	-1	i	8	-1	i	-1	-16	-6
COc1ccc(C(=O)NNC(=O)CCCCC(=O)NNC(=O)c2ccc(OC)cc2)cc1	-1	-2	i	-5	-1	i	-2	-2	-12
COCCn1c(SCC(=O)Nc2cc(C)nn2-c2ccccc2)nnc1-c1ccncc1	0	0	i	-5	2	i	-1	-6	-4
COC(=O)Cn1nnc(-c2cccc(OC)c2)n1	7	0	i	1	19	i	3	7	-4
CC(C)N(C(=S)Nc1cc(S(=O)(=O)N2CCOCC2)ccc1Cl)c1ccccc1	-3	0	i	1	27	i	1	3	-3
Cc1[nH]ccc(=O)c1OCC(=O)O	-1	0	i	2	-1	i	-4	-1	-4
Cc1ccc2c(C)c(C(=O)N3CCN(Cc4ccccn4)CC3)oc2c1C	-1	3	i	0	13	i	-2	-5	0
C=CCn1c(SCc2ccc(Cl)cc2)nc2cc(C(=O)N3CCC(C(N)=O)CC3)ccc2c1=O	0	0	i	-10	2	i	-3	5	9
O=C(COc1ccc(S(=O)(=O)Nc2ccccc2)cc1)N1CCOCC1	-4	1	i	-5	-10	i	-5	-1	-3
CCOc1cc(C2NC(=O)CCC2[N+](=O)[O-])cc(Br)c1OC (centres undefined)	-1	1	i	1	8	i	1	-6	-6
CC(C)NC(=O)c1noc2cc([N+](=O)[O-])ccc12	0	3	i	5	3	i	8	15	4
CC(=O)Nc1ccc(S(=O)(=O)N/N=C/c2cccnc2)cc1	1	-6	i	1	-6	i	0	16	-7
O=C(CSc1n[nH]c(=O)n1-c1cccnc1)Nc1ccccc1Cl	-1	-3	i	-4	-10	i	-1	4	-7
COc1ccc(CCNC(=O)CSC2=Nc3ccccc3C3=NC(C(C)C)C(=O)N23)cc1OC (centres undefined)	2	-1	i	-1	-101	i	-15	17	-8

An excerpt from above in order of formula weight, ascending.
SMILES	CSN deneddyl inh	Rin1 Abl inh	Neddylation inh	NadD block	MLLE-PAM2 inh	Rpn11 inh	MT1-MMP act inh	SKN-1 block	FAS-TE inh
Cc1[nH]ccc(=O)c1OCC(=O)O	-1	0	i	2	-1	i	-4	-1	-4
COC(=O)Cn1nnc(-c2cccc(OC)c2)n1	7	0	i	1	19	i	3	7	-4
COC(=O)NNC(=O)C12CC3CC(CC(C3)C1)C2	-3	0	i	3	-1	i	-4	-2	-15
Cc1cccc(N(C)c2cc(C)nc3nc(C)nn23)c1	-5	-3	i	-1	3	i	-1	-1	-2
CC(=O)Nc1ccc(S(=O)(=O)N/N=C/c2cccnc2)cc1	1	-6	i	1	-6	i	0	16	-7
O=C(CSc1n[nH]c(=O)n1-c1cccnc1)Nc1ccccc1Cl	-1	-3	i	-4	-10	i	-1	4	-7
Cc1ccc2c(C)c(C(=O)N3CCN(Cc4ccccn4)CC3)oc2c1C	-1	3	i	0	13	i	-2	-5	0
CCOc1cc(C2NC(=O)CCC2[N+](=O)[O-])cc(Br)c1OC (centres undefined)	-1	1	i	1	8	i	1	-6	-6
O=C(COc1ccc(S(=O)(=O)Nc2ccccc2)cc1)N1CCOCC1	-4	1	i	-5	-10	i	-5	-1	-3
COc1ccc(C(=O)NNC(=O)CCCCC(=O)NNC(=O)c2ccc(OC)cc2)cc1	-1	-2	i	-5	-1	i	-2	-2	-12
O=C(NC(Cc1c[nH]c2ccccc12)C(=O)NCc1ccc(F)cc1)OCc1ccccc1 (centres undefined)	4	0	i	-6	-8	i	2	-3	20
COCCn1c(SCC(=O)Nc2cc(C)nn2-c2ccccc2)nnc1-c1ccncc1	0	0	i	-5	2	i	-1	-6	-4
COc1ccc(C(=O)Nc2cc3c(cc2C#N)OCO3)cc1S(=O)(=O)NCc1ccco1	3	3	i	-1	-2	i	4	-4	-5
C=CCn1c(SCc2ccc(Cl)cc2)nc2cc(C(=O)N3CCC(C(N)=O)CC3)ccc2c1=O	0	0	i	-10	2	i	-3	5	9

(further entries)
SMILES	CSN deneddyl inh	Rin1 Abl inh	Neddylation inh	NadD block	MLLE-PAM2 inh	Rpn11 inh	MT1-MMP act inh	SKN-1 block	FAS-TE inh
CC(=O)c1ccc(NC(=S)N2CCN(CCO)CC2)cc1	3	-3	i	0	1	i	2	-10	-3
Cc1c(/C=N/NC(=O)c2cc(C(C)(C)C)[nH]n2)c2ccccc2n1C	21	-2	i	-7	-13	i	1	10	-1
Cc1ccc(C)c(SCC(=O)Nc2cccc(S(=O)(=O)N3CCOCC3)c2)c1	-2	1	i	-8	7	i	3	-3	10
O=C(c1cc(F)ccc1F)C1CCCN(Cc2cccn2-c2ccccn2)C1 (centres undefined)	1	-1	i	-5	-4	i	6	-16	-5
CN(C)C(=O)CCc1ccc2c3c([nH]c2c1)[C@]1(CCc2ccccc2)[C@@H](C(=O)N2CCCCC2)C[C@H](CC(=O)NCCC2=CCCCC2)C(=O)N1CC3	-5	0	i	17	-2	i	-28	-6	11
CCCN(CC(=O)Nc1ccccc1C)C(=O)c1ccc(N2CCCC2)c([N+](=O)[O-])c1	6	-4	i	-5	3	i	-3	7	1
CCNC(=O)N1CCOCC1	1	1	i	3	-4	i	-6	-4	-9
COc1cccc(-c2nc(CS(=O)(=O)CC(=O)N3CCOCC3)c(C)o2)c1	-7	-1	i	0	15	i	1	-5	-8
COc1cc(SC)ccc1C(=O)N1CCN(S(=O)(=O)/C=C/c2ccccc2)CC1	1	4	i	-5	-8	i	8	4	13
O=C(Nc1ccc(Cl)cc1)Nc1ccccc1CC[N+](=O)[O-]	-17	6	i	-1	23	i	1	2	7
O=C(Nc1ccc(-c2nc3ccccc3o2)cc1)c1ccc(N2CCOCC2)c([N+](=O)[O-])c1	-3	-4	i	-7	0	i	0	31	30
Cc1ccc(C)c(NS(=O)(=O)c2ccc3oc(=O)ccc3c2)c1	4	-1	i	-4	1	i	0	2	-26
Cc1nc(CSc2ccccc2)cc(=O)[nH]1	4	-1	i	-3	8	i	-1	3	1
Clc1ccc(N=c2ssnc2Cl)cc1	1	3	i	28	27	i	-1	92*	-4
O=C(/C=C/Nc1ccc(Br)cc1F)c1ccco1	3	2	i	-10	-19	i	-7	76*	5
Cc1ccccc1C(=O)c1cn[nH]c1-c1ccccc1O	-2	3	i	0	3	i	3	15	-42
COc1ccc(C(=O)N2CCN(C)C(C)C2)cc1OC1CCN(C(C)=O)CC1 (centres undefined)	-2	-3	i	4	12	i	0	5	-5
COc1cccc(-n2c(SCC(=O)N3CCCCC3)nc3c([nH]c4ccccc43)c2=O)c1	6	-4	i	17	8	i	-2	12	-3
c1ccc(CN2c3ccccc3-c3nc4ccccc4n3C2c2ccccn2)cc1 (centres undefined)	2	-4	nt	0	-5	i	-1	-15	20
O=C(CCl)N1N=C(c2ccco2)CC1c1ccco1 (centres undefined)	24	5	i	5	7	i	nt	16	-3
Cc1ccc(C(=O)Sc2cccccc2=O)cc1	4	4	i	-2	50*	i	14	-16	7
Cc1nc2ccccc2nc1N1CCOCC1	0	-1	i	-3	-2	i	3	-1	-7
CCCCOC(=O)c1ccc(NC(=O)C(=O)NCc2ccncc2)cc1	1	1	i	2	24	i	-5	11	-24

A few values from the entries so far.
O=C(c1cc(F)ccc1F)C1CCCN(Cc2cccn2-c2ccccn2)C1 (centres undefined) in CSN deneddyl inh: 1
Cc1ccc(C(=O)Sc2cccccc2=O)cc1 in SKN-1 block: -16
